Source: PubChem BioAssay (several laboratories)
Large T inhibition: SV40 large T antigen inhibitors, biochemical (AID 1903) | actives 0.39% (n = 310,000) | SV40 large T antigen ATPase/helicase inhibition assay; higher % means a stronger effect | inhibition, % at 20 µM; hits with a dose series show IC50 in µM; in the data active = a potency from the dose series; inconclusive = inhibition mostly from about 32% at the one dose, without a potency; inactive = the rest, 99 in 100 with inhibition below about 32%; also: strong numbers were not always called active
MgcRacGAP inhibition: MgcRacGAP GTPase-activating activity inhibitors, confirmation, biochemical, ADP Hunter fluorescence | actives 0.6% (n = 340,000) | MgcRacGAP-stimulated Rac1 GTP hydrolysis, ADP Hunter fluorescence; higher % means a stronger effect; GST-tagged Rac1 F28L mutant substrate | Rac GTPase-activating protein 1 (Homo sapiens) | inhibition, % at 30 µM; hits with a dose series show IC50 in µM;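 active = first-screen hits whose inhibition reached a set limit at any dose in the follow-up dose series; inconclusive = inhibition above the set first-screen limit but never retested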;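 also: fluorescence reports GDP produced by GAP-driven GTP hydrolysis; strong numbers were not always called active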
Dengue-2 NS5 capping: Dengue-2 NS5 methyltransferase inhibitors, primary screen, biochemical, confirmation dose response (AID 588689); Genome polyprotein (Dengue virus type 2 (strain 16681-PDK53)); Dengue-2 NS5 methyltransferase capping enzyme assay, biochemical; higher % means a stronger effect; inhibition, % at 25 µM; hits with a dose series show IC50 in µM; actives 0.3% (n = 340,000); in the data active = a potency from the dose series; inconclusive = inhibition above about 29% without an active follow-up result
AID2073: inhibitors of Mint1-CaV2.2 protein interaction, biochemical, HTRF (AID 2073). HTRF protein-protein interaction, Mint1-CaV2.2; higher % means a stronger effect. inhibition, % at 20 µM, or IC50 in µM where a hit was titrated. actives 0.19% (n = 290,000); in the data active = inhibition mostly above about 51%, no sharp cut-off; inconclusive = no clear call, values can overlap the other calls; inactive = mostly below about 53%; also: some results filed as inactive read as strong as hits
LYP inhibition: inhibitors of LYP phosphatase, biochemical, fluorescence intensity, uHTS (AID 1779); recombinant LYP phosphatase, fluorescence intensity; higher % means a stronger effect; inhibition, % at 11.5 µM, or IC50 in µM where a hit was titrated; actives 0.054% (n = 290,000); Tyrosine-protein phosphatase non-receptor type 22 (Homo sapiens); in the data active = inhibition above about 50%;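 also: plate controls were vehicle with enzyme for no effect and no enzyme for full effect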
RSV antiviral HEp-2: RSV antiviral activity via CPE protection, HEp-2 cells, primary 10 µM value included (AID 2391) | HEp-2 cells, RSV-induced CPE inhibition; higher % means a stronger effect | one-dose CPE inhibition, % at 10 µM; IC50 in µM for titrated hits | actives 0.13% (n = 310,000); in the data active = a potency from the dose series; inconclusive = CPE inhibition mostly from about 23% at the one dose, without a potency; inactive = the rest, 99 in 100 with CPE inhibition below about 21%; also: strong numbers were not always called active
XIAP displacement: XIAP antagonists, biochemical, IAP family, fluorescence polarization (AID 1018). E3 ubiquitin-protein ligase XIAP (Homo sapiens). XIAP BIR domain, fluorescence polarization peptide displacement; higher % means a stronger effect. displacement, % at 20 µM; hits with a dose series show IC50 in µM. actives 0.007% (n = 200,000); in the data active = displacement above about 50%; also: a part of the inactive calls stands beside numbers as strong as those of hits
HIV peptide binding: inhibitors of HIV fusion peptide binding, primary screen, biochemical, uHTS, fluorescence dequenching (AID 1986); cell-free peptide binding, fluorescence dequenching, 30 min; higher % means a stronger effect; one-dose inhibition, % at 20 µM; IC50 in µM for titrated hits; actives 0.3% (n = 290,000); in the data active = inhibition mostly above about 52%, no sharp cut-off; inactive = mostly below about 76%; also: some results filed as inactive read as strong as hits
Siah-1 displacement: Siah-1 peptide-binding antagonists, primary screen, biochemical, fluorescence polarization, rhodamine-plectin, uHTS (AID 1817); displacement, % at 20 µM; hits with a dose series show IC50 in µM; Siah-1 / rhodamine-plectin peptide fluorescence polarization; higher % means a stronger effect; actives 0.02% (n = 290,000);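 active = displacement of at least 50% at 20 µM, with a fluorescence ratio check between 0.3 and a set limit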;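 also: plate controls were Siah plus tracer with DMSO for no effect and tracer alone without Siah for full effect; strong numbers were not always called active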
Dengue-2 NS5 capping pilot replicate: further read-out of Dengue-2 NS5 capping, marked with its call; inhibition, %; measured here: pilot screen replicate inhibition
* marks the source's active call; other numbers are inactive results; ? = inconclusive; nt = not tested or not shown.

SMILES | Large T inhibition | MgcRacGAP inhibition | Dengue-2 NS5 capping | AID2073 | LYP inhibition | RSV antiviral HEp-2 | XIAP displacement | HIV peptide binding | Siah-1 displacement | others
Cc1ccc(C2CC(C(F)F)n3ncc(C(=O)Nc4c(C)nn(Cc5c(F)cccc5Cl)c4C)c3N2)cc1 (configuration not stated) | 4.6% | 2.8% | -8.1% | 7.3% | 6.0% | 43.2% | -1.1% | -2.4% | 4.3%
COc1cccc(N2CCN(c3nc(C)cc(=O)[nH]3)CC2)c1 | 9.8% | 12.6% | 8.1% | -1.8% | -9.4% | 1.3% | nt | 0.2% | 9.4%
Cc1ccccc1Cc1c(C)nc2ncnn2c1C | 4.1% | 10.2% | -3.2% | 2.9% | -9.0% | 2.8% | -7.2% | 1.5% | 4.6%
CCOC(=O)c1ccc(NC(=O)c2ccc(CN3CCc4ccccc4C3)cc2)cc1 | 13.8% | 9.7% | 2.3% | 1.1% | 2.1% | 0.8% | nt | 1.2% | 1.8%
NC(=O)[C@@H]1CCCN1Cc1nc(-c2ccc(C(F)(F)F)cc2)no1 | 10.1% | 2.6% | 12.4% | 1.0% | -1.8% | 2.5% | -2.3% | 1.6% | 2.6%
CCOc1cc(C2CC(=O)NC3=C2C(=O)C(C(=O)OC)C(C)C3)cc(Br)c1O (configuration not stated) | 17.1% | 4.1% | 1.4% | 12.3% | -0.5% | 0.5% | -4.1% | 0.0% | 5.0%
Cn1c(CNC(=O)c2ccc(Cl)c(Cl)c2)nnc1SCC(=O)Nc1sc2c(c1C#N)CCCC2 | 6.4% | 1.5% | -3.0% | -6.6% | -3.9% | 1.0% | -3.5% | -1.5% | 4.1%
CC1CCC2(CC1)NC(=O)N(CC(=O)Nc1cccc(S(=O)(=O)N3CCOCC3)c1)C2=O (configuration not stated) | 3.2% | 11.6% | 2.9% | -3.0% | -5.3% | 0.7% | nt | 0.0% | 2.8%
Cc1ccc(C(=O)N2CCN(S(=O)(=O)N3CCOCC3)CC2)cc1 | -0.1% | 3.0% | 0.7% | 5.2% | -8.9% | 0.9% | -4.1% | 0.1% | -1.9%
CSc1nc2ncc3c(n2n1)CC1c2ccccc2CCN1C3=O (configuration not stated) | 5.3% | -2.4% | 2.0% | 47.4% | -8.7% | 1.6% | -1.7% | 0.1% | -2.4%
O=C(NCCCSc1ccccc1)c1cc(Cl)ccc1O | 23.6% | 8.2% | -2.7% | 38.6% | -4.5% | 14.1% | nt | 3.5% | -2.6%
COc1cccc(CNC(=O)C2CCN(S(=O)(=O)N3CCC(C)CC3)CC2)c1 | 14.3% | -34.6% | 4.4% | 2.8% | 1.1% | 0.0% | nt | -0.6% | -0.7%
CCOC(=O)c1ccc(NC(=O)c2nc(SC)ncc2Cl)cc1 | 5.7% | 7.2% | -2.0% | 7.3% | -2.4% | 3.9% | nt | -2.7% | -1.9%
COc1ccc(CC(=O)NCC2CCCN(Cc3ccc(F)cc3F)C2)cc1 (configuration not stated) | 8.0% | 9.8% | -8.5% | -7.2% | -5.6% | -0.8% | nt | 1.0% | 3.0% | Dengue-2 NS5 capping pilot replicate=2.7
O=C1CC(c2ccc(OCCCCCOc3ccc(C4CC(=O)NC4=O)cc3)cc2)C(=O)N1 (configuration not stated) | 8.1% | -9.1% | -3.7% | 10.8% | -4.4% | 5.3% | -1.5% | 2.4% | 14.8%
Cc1ccc(NC(=O)CCn2nc(C)cc2C)c(C)c1 | -1.8% | 5.8% | 1.4% | -3.9% | 1.3% | 0.2% | -1.9% | -0.2% | 1.0%
Cc1cccc(C)c1NC(=S)N(CCN(C)C)C(C)c1cccnc1 (configuration not stated) | -3.0% | 5.8% | -11.3% | -26.0% | -9.5% | -0.5% | -10.2% | -1.5% | -5.7%
Cc1cc(C)n(-c2ncc3c(n2)N(C)CCOC3=O)n1 | 5.2% | 1.7% | -0.8% | -0.6% | -9.1% | nt | nt | 0.4% | 8.9%
Cc1ccc(-n2ncc3c2CCCC3NC(=O)CCN2CCCC2=O)cc1C (configuration not stated) | 17.3% | 8.0% | -4.4% | -0.7% | 0.1% | 4.8% | nt | 1.4% | 12.8%
COc1ccccc1CCNC(=O)CCCn1nc(C)c2c(C)n(-c3ccc(C)cc3)nc2c1=O | 9.4% | -2.9% | -5.5% | 4.4% | -5.9% | 17.2% | nt | -0.8% | 8.7%
O=S(=O)([O-])CCC[N+]1(CC#Cc2ccccc2)CCCCC1 | 20.5% | 0.5% | -5.4% | -3.8% | -9.4% | -0.8% | -7.5% | 1.6% | -2.3%
Cn1c(N)c(S(=O)(=O)NCc2ccc(Cl)cc2)c(=O)n(C)c1=O | 5.2% | 6.6% | -3.7% | 2.6% | -7.8% | -0.2% | 3.8% | 1.1% | 1.2%
COc1ccc(N(C(=O)c2ccc(Br)o2)C2C=CS(=O)(=O)C2)cc1 (configuration not stated) | -2.7% | 4.2% | -7.0% | -5.2% | -7.7% | 0.1% | -2.1% | -2.4% | 1.2%
COc1ccccc1CP(=O)(c1ccccc1)c1ccccc1 | 9.7% | 5.9% | -2.0% | 3.6% | -4.5% | 0.0% | -4.2% | 1.9% | 5.3%
Cn1c(N2CCN(C(=O)Nc3ccc(C(F)(F)F)cc3)CC2)nc2ccccc21 | 8.0% | 2.3% | -8.9% | 5.7% | -7.9% | 16.5% | -7.2% | 1.7% | 1.1%
CCOCCCNC(=S)NCCNc1nc2c(C)cccc2cc1C#N | 5.7% | 6.5% | -4.8% | ? | -5.8% | 17.4% | -1.4% | -4.3% | -6.0%
CC(=O)Nc1ccccc1-c1nc2cc(C#N)c(C#N)cc2[nH]c1=O | 9.6% | 7.7% | -5.2% | 17.5% | -3.2% | -1.0% | nt | 0.4% | 8.0%
CCNC(=O)CC1C(=O)N(c2ccc(OC)cc2)C(=O)N1CCOC (configuration not stated) | 2.3% | 7.3% | -8.2% | 8.3% | -5.4% | 0.3% | nt | -0.9% | 3.4%
CCn1nc(C)c(/C=N/NC(=O)c2c[nH]c3ccccc23)c1C | 4.3% | 8.0% | 1.9% | 4.7% | 2.6% | 2.6% | -6.3% | 1.2% | 1.7%
CCc1nnc(NC(=O)c2c(OC)cccc2OC)s1 | 4.3% | -7.0% | -0.8% | -12.0% | -1.6% | -1.1% | 0.7% | -0.1% | -3.4%
Cn1nc(C(=O)Nc2ccc(Cl)cc2)cc1C(=O)Nc1ccc(Cl)cc1 | 4.0% | 9.7% | 3.4% | ? | -12.1% | 1.2% | nt | -0.9% | 5.8%
CNS(=O)(=O)c1cc(C(=O)OCC(=O)NC2CCCc3ccccc32)ccc1Cl (configuration not stated) | 14.3% | 6.9% | 3.9% | 2.5% | 1.2% | 0.5% | -3.1% | 2.0% | 5.3%
O=[N+]([O-])c1ccc2[nH]c(O)c(N=NC(=S)Nc3cccnc3)c2c1 | 4.3% | 13.8% | 0.0% | 9.6% | -2.1% | 3.4% | nt | -4.9% | 22.9%
CN(C)C(=S)c1ccc2ccccc2n1 | 12.2% | 5.4% | -3.2% | -0.5% | 1.2% | 1.4% | 3.9% | -1.3% | 8.8%
COc1ccccc1OCCn1c(SCC(N)=O)nc2ccccc21 | 16.0% | 4.2% | 6.2% | -2.6% | -4.7% | 2.8% | nt | 0.2% | 19.0%
Cn1c(=S)n(/N=C/c2ccc3c(c2)OCO3)c2ccccc21 | 6.4% | 14.8% | 7.0% | -3.2% | -2.5% | -0.3% | -4.9% | -0.8% | 1.1%
CC(C)C(=O)Nc1c2c(nc3ccccc13)N(C)CC2 | 0.7% | 6.5% | -5.5% | 5.9% | -10.3% | -0.5% | -5.5% | -1.7% | -4.4%
CCCNC(=O)c1nn2c(C(F)(F)F)cc(-c3ccccc3)nc2c1Cl | 2.7% | 3.6% | 3.5% | 11.5% | -8.7% | 2.0% | nt | -0.8% | -2.4%
COc1ccc(OC)c(NC(=S)NC(=O)c2ccc(Br)o2)c1 | 8.2% | 5.4% | -2.7% | 6.7% | -6.8% | 1.4% | nt | -0.7% | 2.8%
O=C(Nc1cccc(C(F)(F)F)c1)c1cc2c(=O)c3ccccc3oc2nc1C(F)(F)F | 1.7% | 2.5% | 1.4% | -0.6% | -2.5% | 1.0% | -1.6% | -1.0% | -3.0% | Dengue-2 NS5 capping pilot replicate=-0.2

A draw from above in order of count of non-hydrogen atoms, low to high:
SMILES | Large T inhibition | MgcRacGAP inhibition | Dengue-2 NS5 capping | AID2073 | LYP inhibition | RSV antiviral HEp-2 | XIAP displacement | HIV peptide binding | Siah-1 displacement | others
COc1ccc(OC)c(NC(=S)NC(=O)c2ccc(Br)o2)c1 | 8.2% | 5.4% | -2.7% | 6.7% | -6.8% | 1.4% | nt | -0.7% | 2.8%
CC(=O)Nc1ccccc1-c1nc2cc(C#N)c(C#N)cc2[nH]c1=O | 9.6% | 7.7% | -5.2% | 17.5% | -3.2% | -1.0% | nt | 0.4% | 8.0%
O=C(Nc1cccc(C(F)(F)F)c1)c1cc2c(=O)c3ccccc3oc2nc1C(F)(F)F | 1.7% | 2.5% | 1.4% | -0.6% | -2.5% | 1.0% | -1.6% | -1.0% | -3.0% | Dengue-2 NS5 capping pilot replicate=-0.2

More structures follow.
SMILES | Large T inhibition | MgcRacGAP inhibition | Dengue-2 NS5 capping | AID2073 | LYP inhibition | RSV antiviral HEp-2 | XIAP displacement | HIV peptide binding | Siah-1 displacement | others
COc1ccccc1OCC(=O)NNC(=O)C(=O)N1CCCC1 | -1.9% | 10.0% | -3.9% | 12.2% | 0.7% | 0.6% | -3.5% | 3.0% | 3.8%
CCOC(=O)/C(C#N)=C1\CC2CCC1(C)C2(C)C (configuration not stated) | 2.0% | 11.4% | -5.5% | 34.7% | -0.6% | -0.2% | -7.5% | -2.1% | 2.8%
O=C(NCc1ccc2c(c1)OCO2)C1CCN(Cc2cnn(-c3ccccc3)c2-n2cccc2)CC1 | 14.5% | 7.8% | -2.7% | -12.9% | -5.4% | -1.0% | -1.6% | -1.9% | 0.4%
CS(=O)(=O)N(CC(=O)N1CCCCC1)c1ccc(Cl)c(C(F)(F)F)c1 | 9.0% | 9.1% | -4.2% | -6.0% | -2.9% | -1.2% | -2.9% | -4.0% | -6.0%
Cc1nn(C)c(C)c1NC(=O)c1ccnn1C | -0.7% | 3.7% | -1.4% | 7.8% | -2.6% | 0.3% | -23.7% | 1.0% | -3.7%
CC(C)(C)NC(=O)C12CC3CC(CC(Cl)(C3)C1)C2 | 3.3% | 5.2% | -1.1% | 6.6% | -4.6% | 1.4% | 1.8% | -0.2% | 5.3%
COc1ccc(OCCC(=O)NC2=NCCS2)cc1 | -1.4% | 9.8% | -1.6% | 24.4% | -7.5% | 0.3% | -2.9% | -1.8% | -3.6%
Nn1c(CSc2ccccn2)nc2ccccc2c1=O | 17.6% | 12.0% | 0.0% | -2.2% | -9.6% | 1.5% | -2.8% | 2.0% | -2.1%
